Lipid storage S3: qHTS Assay for Lipid Storage Modulators in Drosophila S3 Cells. Drosophila S3 cells, BODIPY lipid droplet fluorescence, 18-24 h; cells fed with added oleic acid. Potency in µM for hits, for the others lipid storage change, negative = inhibition, % at the top dose, mostly 46.1 µM. 0.64% of 320,000 active. AID 2685; active = well fitted inhibition curve with a large enough effect in the signal ratio, with a control signal flat, not every such curve was filed as active; inconclusive = small, poorly fitted or top-dose-only effect, or effect the other way, or a change in a side signal; the % refers to the signal ratio
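Drosophila S3 cells loaded with oleic acid (400 uM, as added) and compounds at several concentrations; lipid droplets imaged by 488-nm laser-scanning cytometry, 500–530 nm intensity and object ratio to cell channel. Percent activity normalized to 20 uM Triacsin C.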
Lipid storage S3 cell count max: recorded beside Lipid storage S3, whose call it bears; cell number change, %; measured here: cell count max response;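 cells counted by Cell Tracker Red CMTPX staining in the red channel; peak over a dose series mostly up to 46.1 µM; percent activity relative to internal control wells on each plate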
* marks the source's active call; other numbers are inactive results; i = inactive; ? = inconclusive; . = not tested or not shown. % is set by controls: 0 for no effect and ±100 for the full control effect; potency is the fitted concentration of half-maximal effect. The list is partial (hit frequency here may not be typical).

Start of the data: the first 2 compounds as a preview:
molecule,Lipid storage S3 cell count max,Lipid storage S3
O=C(CN(Cc1ccccc1)S(=O)(=O)c1ccccc1)N/N=C/c1ccc2c(c1)OCO2,.,?
Cc1ccc(-c2nn(C)c(=O)c3ccccc23)cc1CNC(=O)CSc1nc2ccccc2o1,.,?

The list itself, from the start:
molecule,Lipid storage S3 cell count max,Lipid storage S3
O=C(CN(Cc1ccccc1)S(=O)(=O)c1ccccc1)N/N=C/c1ccc2c(c1)OCO2,.,?
Cc1ccc(-c2nn(C)c(=O)c3ccccc23)cc1CNC(=O)CSc1nc2ccccc2o1,.,?
CCOc1ccccc1C(=O)OCC(=O)Nc1cc(Cl)ccc1Oc1ccccc1,-3.8,-4.1%
Cn1c(SCC(=O)O)nnc1-c1cccc(NC(=O)c2cccc3ccccc23)c1,4.7,-2.8%
O=C(CCn1cccn1)Nc1ccc2c(c1)OCCO2,-10.6,i
COc1ccc(S(=O)(=O)N2CCCCCC2)cc1C(=O)N(C)CC(=O)Nc1ccccc1Br,.,?
CCc1cn([C@H]2C[C@H](O)[C@@H](CO)O2)c(=O)[nH]c1=O,.,?
O=[N+]([O-])c1ccc(N2CCN(Cc3ccc([N+](=O)[O-])o3)CC2)cc1,.,?
COc1ccc(C2(C(=O)N3CCC(n4nc(-c5ccccc5)oc4=O)CC3)CC2)cc1,.,?
CCOC(=O)N1CCN(c2cc(N3CCOCC3)c(F)cc2[N+](=O)[O-])CC1,.,?
C/C(CC(=O)NCc1ccco1)=N\NC(=O)Cc1ccc(-c2ccccc2)cc1,-0.6,0.3%
C/C(=N\NC(=O)C(NC(=O)c1ccccc1)C(C)C)c1ccccc1 (stereo not given),-3.3,-24.4%
O=C1NCCN(Cc2cccc(Oc3ccccc3)c2)C1CC(=O)N1CCCCO1 (stereo not given),.,?
COc1ccc(NC(=O)CCCN2C(=O)C(c3ccccc3)Oc3cccnc32)cc1OC (stereo not given),.,?
COc1ccc(S(=O)(=O)N2CCCCC2)cc1NC(=O)CN1CCN(C(C)=O)CC1,.,?
COC(=O)CN(C#N)c1nc(OC)nc(N(C)C)n1,5.2,10.9%
Cc1noc(C)c1COC(=O)c1csc2c1CCC(C)C2 (stereo not given),-4.7,i
Cc1ccc2c(c1)N(Cc1cccc(F)c1)C(=O)C(C)O2 (stereo not given),12.3,0.2%
COc1ccccc1C1CCN(Cc2cccc(C(=O)N3CCC(O)CC3)c2)CC1,-1.7,1.2%
COc1ccc(S(=O)(=O)NC(Cc2ccccc2)C(=O)O)cc1 (stereo not given),8.3,-4.4%
CC1Cc2ccccc2N1C(=O)COC(=O)c1ccc(O)cc1 (stereo not given),23.4,21.7%
CN1CCN(CCC(=O)N/N=C/c2ccccn2)CC1,.,?
COc1ccc(NC(=O)CC2Nc3ccccc3NC2=O)c([N+](=O)[O-])c1 (stereo not given),.,?
CCOC(=O)Cn1cc(Cl)cc(C(=O)Nc2ccccc2)c1=O,.,?
CCCOc1ccc(C2C(C(=O)c3cc4ccccc4o3)=C(O)C(=O)N2c2cc(C)on2)cc1OC (stereo not given),.,?
CCCOc1ccc(CCN2CCC(=O)NC2=O)cc1C,-10.2,0.9%
O=C(CSc1nnc(SCc2ccc(Cl)cc2)s1)N/N=C/c1c(Cl)cccc1Cl,.,?
Cc1ccc(NC(=O)CCCN2C(=S)NC(C)(C)CC2C)cc1 (stereo not given),.,?
CCOc1ccc(N(CC(=O)Nc2ccccc2C(=O)N2CCCC2)S(C)(=O)=O)cc1,11.3,-4.2%
O=C(OCc1nnc(-c2ccc([N+](=O)[O-])cc2)o1)C1CCN(C(=O)c2ccc(Cl)cc2)CC1,26.4,24.1%
O=C(Cc1cccs1)N1CCN(S(=O)(=O)c2ccc(F)cc2)CC1,10.8,6.4%
CCN(CC)C(=O)Cn1cc(SCC(=O)Nc2cc(C)on2)c2ccccc21,-6.6,-8.1%
CC(=O)NC(c1cccc([N+](=O)[O-])c1)c1ccc2cccnc2c1O (stereo not given),.,?
Cc1ccc(NC2=CC(=O)OC(C)C2)cc1 (stereo not given),3.1,i
O=C1N(CCCl)c2ccc(Br)cc2C12OCCO2,-13.2,i
CC(C)OC(=O)NC(c1ccccc1)C(Cl)(Cl)Cl (stereo not given),.,?
CC(=O)c1c(-c2ccc(Cl)cc2Cl)noc1C,3.7,8.0%
COc1ccc(C(=O)Nc2ccccc2-c2ccccc2)cc1Cl,.,?
Cc1ccc(S(=O)(=O)NC(C)C(c2cccs2)N2CCN(C)CC2)cc1 (stereo not given),-14.9,5.6%
COCc1c(C(=O)OC)nnn1-c1ccc(C(F)(F)F)cc1[N+](=O)[O-],.,?
O=C(CSc1nnc2ccccn12)c1ccc(Cl)cc1,.,-12.3%
Cc1nc(C)c(-c2ccnc(/N=C/NO)n2)s1,8.1,4.6%
Cc1c(NC(=O)c2cc(-n3cnnc3)ccc2Cl)cccc1-c1nc2ccccc2s1,.,?
COc1ccc(CN2C(=O)NC3(CCOc4ccccc43)C2=O)cc1F (stereo not given),14.5,-0.2%
CCc1ccccc1NC(=O)CCS(=O)(=O)c1ccc(OC)cc1,-16.2,-3.9%
CN(CC(=O)Nc1ccc(F)cc1)C(=O)c1cccc(NS(=O)(=O)c2ccccc2)c1,.,?
CNC(=O)/C=C1\NC(C)(C)Cc2ccccc21,.,?
CC(C)c1nnc(NC(=O)C2CCN(c3nc4ccccc4s3)CC2)s1,-22.1,8.3%
c1ccc(NCc2nnc3n2CCCCC3)cc1,.,?
Cc1onc(-c2c(Cl)cccc2Cl)c1C(=O)Nc1ccc2c(c1)OCO2,10.1,-5.5%
O=C(Nc1nnc(-c2ccc3c(c2)OCCO3)o1)c1ccc(Cc2ccccc2)cc1,.,?
O=C(NNC(=O)c1nn(-c2ccc(F)cc2)ccc1=O)c1ccc(Cl)cc1,5.5,1.6%
CC(C)C(NC(=O)c1c(F)cccc1F)C(=O)NCC(c1ccccc1)N(C)C (stereo not given),-2.8,-1.3%
O=C1CCCC(O)=C1C1C2=C(CCCC2=O)Oc2ccccc21 (stereo not given),.,?
CCNC(=O)Oc1ccc(-c2csnn2)cc1,-12.3,-13.3%
O=C(Nc1cccc2ncccc12)c1ccccc1[N+](=O)[O-],.,?
Cc1cc(CSc2ccccc2C(=O)O)on1,.,?
NC(=O)COC(=O)[C@H](Cc1ccccc1)NS(=O)(=O)c1ccc2c(c1)OCCO2,-2.3,10.8%
CCCCCCn1c(SCC(=O)c2c(N)n(C)c(=O)n(C)c2=O)nc2ccccc21,.,?
COc1ccc(-c2cn(Cc3ccc(C)cc3)nn2)cc1,16.2,i

(cont.)
molecule,Lipid storage S3 cell count max,Lipid storage S3
C=CCN(CC=C)CCOc1ccccc1,-6.7,-10.5%
CC(C)SCCCOc1ccc(C(C)(C)C)cc1,.,?
C[C@H](NC(=O)Cc1cccc2ccccc12)C(=O)N1CCCN(C)CC1,.,?
CCOC(=O)C1CCCN(S(=O)(=O)CCNC(=O)c2cccc(OC)c2)C1 (stereo not given),.,?
O=C(COC(=O)c1ccc(S(=O)(=O)N2CCCC2)cc1)NCc1ccccc1,.,?
COc1cc(OC)cc(C(=O)NC(=S)Nc2cccnc2)c1,-15.2,-22.7%
O=C(NCCCCc1ccccc1)C12CN(Cc3ccccc3)CC1C(c1cccc([N+](=O)[O-])c1)=NO2 (stereo not given),.,i
Cn1cccc1C(=O)NCC(c1ccc(F)cc1)N1CCOCC1 (stereo not given),.,?
Cc1ccc(-n2nc(CC#N)c(C#N)c2N)cc1,25.5,10.4%
COc1ccc2c(Cl)c(C(=O)NN3CCN(C)CC3)sc2c1,.,?
Cc1cccn2c(=O)nc(SCC(=O)Nc3cccc4ccccc34)nc12,.,?
Nc1nnnn1/N=C/c1cc(Cl)ccc1O,.,?
COc1ccc(N2CCN(C(=O)c3oc4ccccc4c3NC(=O)Cc3cccc(OC)c3)CC2)cc1,.,?
CSc1ncc(Cl)c(C(=O)NCc2cccnc2)n1,.,?
C=CCc1ccc(OCCCN2CCCC(C)C2)c(OC)c1 (stereo not given),.,?
CC1CC1C(=O)N(C)CC(=O)Nc1ccc(Cl)c(C(F)(F)F)c1 (stereo not given),.,?
Cc1ccc(OCC(=O)Nc2nnc(S(=O)(=O)N3CCCCC3)s2)cc1,.,?
Cn1nccc1C(=O)OCC(=O)Nc1ccccc1Cl,.,?
CC1=NN(C(=O)c2c(Br)cnn2C)C(O)(C(F)(F)F)C1 (stereo not given),23.7,-3.2%
O=C(O)CCC(NC(=O)c1ccc(Cl)cc1)C(=O)O (stereo not given),-0.2,6.1%
CN(C)S(=O)(=O)c1ccc(C(=O)NNC(=O)c2ccccc2-n2cccc2)cc1,-0.6,9.1%
COc1ccc(Cl)cc1-c1csc(N)n1,23.2,14.1%
CCC(=O)Nc1ccc2c(c1)ncn2-c1ccccc1C,4.2,0.9%
C=CCn1c(SCC(=O)N(CC)C2CCS(=O)(=O)C2)nc2ccccc2c1=O (stereo not given),3.0,17.9%
COc1ccc2[nH]c(=O)c(CN(CCCN3CCOCC3)C(=O)NCc3ccccc3)cc2c1,-0.3,27.6%
Cc1sc2nc(-c3cccs3)oc(=O)c2c1C,5.5,0.7%
O=C(NCCc1nc2ccccc2[nH]1)/C(=C/c1ccc2c(c1)OCO2)NC(=O)c1ccc(Cl)cc1Cl,6.1,-12.3%
COc1cc(/C=N/Nc2nc3ccccc3[nH]2)cc(OC)c1O,.,?
Cc1ccc(NS(=O)(=O)c2cccs2)c(C)c1,.,?
CC1(C)Cc2c(sc3nnn(CC(=O)Nc4ccccc4)c(=O)c23)CO1,.,?
CSc1nc2nccc(-c3ccc(Oc4ccccc4)cc3)n2n1,.,?
O=[N+]([O-])c1cccc(/C=N/n2c(COc3ccccc3)n[nH]c2=S)c1,-8.5,-0.3%
N#CC1(NC(=O)CSc2nnc(C3CC3)n2C2CC2)CCCCC1,-2.4,3.8%
FC(F)(F)c1cc(-c2cccs2)nc(-n2cc(Br)cn2)n1,.,?
CC(NC1CCCCC1)C(=O)NN=C(c1ccccc1)c1ccccc1 (stereo not given),8.3,-2.0%
CC(C)N(Cc1ccccc1)C(=O)COC(=O)C1CCN(S(=O)(=O)c2ccc3c(c2)OCCO3)CC1,.,i
C=CCOC(=O)C1=C(C)NC(SC)=C(C#N)C1c1ccc(OCC)cc1 (stereo not given),.,?
O=C1NC2(CCCCCC2)C(=O)N1Cc1ccc(F)cc1Cl,.,?
COC(=O)c1ccc(C(=O)OC)c(NC(=O)CN2CCC(C)CC2)c1,.,?
O=c1[nH]c2ccccc2n1CCC1CCCCC1,.,?
O=C(O)CCCn1cc(NC(=O)c2cc(F)c(F)cc2Cl)cn1,18.0,0.6%
CC1CCCCC1NC(=O)COC(=O)CNC(=O)c1cccc(F)c1 (stereo not given),.,i
CC(=O)Nc1ccc(S(=O)(=O)N2CCN(C(=O)c3ncoc3-c3ccccc3C)CC2)cc1,.,?
O=C(N/N=C/c1cc([N+](=O)[O-])ccc1Cl)c1cc(-c2ccccc2)nc2ccccc12,.,?
CCOC(=O)C1=C(C)NC2=C(C(=O)CC(c3ccc(OC)c(OC)c3)C2)C1c1ccc(C)o1 (stereo not given),.,?
Nc1ccc2sc(N)nc2c1,.,?
COc1ccccc1CN=c1c([N+](=O)[O-])nn(-c2ccc3c(c2)OCCO3)n1O,2.1,8.5%
COC(=O)CSc1nnc(-c2cccs2)n1-c1ccc(Cl)cc1,.,?
CCN(Cc1ccccc1)S(=O)(=O)CCNC(=O)c1ccccc1,0.2,19.9%
COc1ccc(NS(=O)(=O)c2cc(C(=O)N3CCN(C(C)=O)CC3)ccc2Cl)cc1,.,-32.9%
Cc1cc(NC(=O)CSc2ccc(-c3nc4cc(C)c(C)cc4[nH]3)cn2)no1,.,?
COC(=O)c1c(-c2cccnc2)csc1NC(=O)c1cc(C)on1,.,?
CCc1ccccc1NC(=O)C1CC(c2ccc(OC)cc2)=NO1 (stereo not given),.,?
COc1cccc(NC(=O)c2ccc(NC(=O)C3CC(=O)OC34CCCCC4)cc2)c1 (stereo not given),.,?
Cc1ccc(NC(=O)CCSc2nnc(C)o2)cc1,.,?
O=C1CC(c2ccc(Br)cc2)NC(c2ccc(Br)cc2)C1c1ccccc1 (stereo not given),2.3,12.4%
O=C(Cn1ncc2c([nH]c3ccccc32)c1=O)N1CCN(c2ccccc2F)CC1,-12.9,i
COc1cccc(NC(=O)Nc2cc(C)ccc2OC)c1,-0.5,-7.0%
O=C(c1ccco1)N1CCCSC1=Nc1ccccc1,.,?

3 compounds drawn at random from the list so far:
molecule,Lipid storage S3 cell count max,Lipid storage S3
C=CCOC(=O)C1=C(C)NC(SC)=C(C#N)C1c1ccc(OCC)cc1 (stereo not given),.,?
COc1ccccc1CN=c1c([N+](=O)[O-])nn(-c2ccc3c(c2)OCCO3)n1O,2.1,8.5%
CSc1nc2nccc(-c3ccc(Oc4ccccc4)cc3)n2n1,.,?
